# uPA generation = inhibitors of cell surface uPA generation. AID 540303. hit rate 0.31% among 330,000. Potency, µM (top dose mostly 38.3 µM), inactives show top-dose activity change, negative = inhibition, usual class: inhibitors. cell surface uPA generation assay, qHTS; active means well fitted inhibition curve with a large enough effect; inconclusive means small, poorly fitted or top-dose-only effect; inactive means no such curve, though single readings can be large or run the other way; tested in mouse RAW 264.7 cells; further: potency means the concentration at half of the fitted maximal effect; on the % scale 0 is the no-effect control and ±100 the full control effect; nearly all actives have a fitted effect of over 55% in size
# Tb PFK inh = blocks T. brucei phosphofructokinase. Potency, µM (doses to about 57.5 µM), for inactives: at the top dose activity, negative = inhibition, hits mostly inhibitors. T. brucei PFK, ADP-Glo luminescence. O15648. hit rate 0.17% among 330,000;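 further: potency means the concentration at half of the fitted maximal effect; 0% = uninhibited 1x PFK enzyme wells and -100% = no-enzyme wells; nearly all actives have a fitted effect of over 60% in size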
#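 Compounds were pin-transferred as a titration series up to 57 uM into substrate buffer (0.5 mM F6P, 0.1 mM ATP, pH 8.0), then 1.25 nM PFK was added and reactions ran 45 min before ADP-Glo detection.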
# FBPA coupling cs = inhibits coupling enzyme system, counter-screen for aldolase hits; coupling enzyme system counterscreen, AmpLite Red fluorescence; activity change, negative = inhibition, % at 58.2 µM, hits read low; hit rate 0.67% among 290,000; AID 2472; in the data active means activity change below about -30%; further: on the % scale 0 is the no-effect control and ±100 the full control effect
#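 Activity here indicates interference with the coupling reaction, not aldolase inhibition. Compounds at 57.5 uM final met coupling enzymes for 10 min at RT; substrate and AmpLite Red detection followed, with a 525/598 nm fluorescence read after 20 min.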
# KCNH2 3.1 inh = inhibitors of human KCNH2 3.1 potassium channel isoform; U2OS KCNH2 3.1, thallium flux FluxOr; stronger effect = lower value; activity change, % (tested at about 1.8 µM); hit rate 0.95% among 340,000;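 active means maximum activity change below -70%; inconclusive means maximum activity change from -70% to -50%; inactive means maximum activity change above -50%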;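 further: thallium influx rate constant from kinetic fluorescence after stimulation buffer; on the % scale 0 is the no-effect control and ±100 the full control effect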
#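 Steps: virus added to U2OS suspension (4 h, RT, dark); medium with 10% FBS added, cells plated, 37 C overnight; FluxOr/Red40 loading buffer 45 min RT; stimulation buffer, 2 min kinetic read; rate constant normalized.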
# Giardia kill = kills Giardia lamblia; Giardia lamblia trophozoite viability; activity change, % at 7.66 µM, hits read low; hit rate 0.15% among 340,000; AID 540267; in the data active means activity change below about -80%; inconclusive means between about -30% and that limit;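 further: parasites exposed to compound for two days anaerobically before the ATP read; on the % scale 0 is the no-effect control and ±100 the full control effect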
#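 Anaerobic 48 hrs incubation at 37 deg C of 100 trophozoites/well with test compounds; ATPLite 1-Step luminescence, 15-30 min RT, reports cellular ATP as viability.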
# FLuc modulator = counter-screen for miR-21 project: firefly luciferase inhibitors or activators; Potency, µM (top dose mostly 57.5 µM), for inactives: at the top dose activity change, negative = inhibition, most hits filed as inhibitors; P08659; hit rate 6.9% among 360,000; AID 588342; purified FLuc, Km substrates, luminescence inhibition;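 further: potency means the concentration at half of the fitted maximal effect; plate controls were vehicle for no effect and reference inhibitor for full effect; nearly all actives have a fitted effect of over 55% in size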
# Target sequence (P08659 whole entry, looked up): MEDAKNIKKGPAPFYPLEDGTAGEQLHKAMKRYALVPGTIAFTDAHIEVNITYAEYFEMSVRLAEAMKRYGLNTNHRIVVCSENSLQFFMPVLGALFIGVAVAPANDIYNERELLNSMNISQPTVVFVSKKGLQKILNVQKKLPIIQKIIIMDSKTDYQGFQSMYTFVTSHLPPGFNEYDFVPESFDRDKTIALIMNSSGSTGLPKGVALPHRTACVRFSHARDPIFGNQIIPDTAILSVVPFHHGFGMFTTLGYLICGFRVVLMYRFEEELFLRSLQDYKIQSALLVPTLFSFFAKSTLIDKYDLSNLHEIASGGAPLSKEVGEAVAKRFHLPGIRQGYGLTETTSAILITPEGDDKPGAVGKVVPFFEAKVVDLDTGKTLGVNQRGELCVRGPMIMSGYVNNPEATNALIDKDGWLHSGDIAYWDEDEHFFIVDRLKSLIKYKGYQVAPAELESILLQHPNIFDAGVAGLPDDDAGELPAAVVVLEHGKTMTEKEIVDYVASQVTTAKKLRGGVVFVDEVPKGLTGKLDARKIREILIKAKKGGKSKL
#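 Biochemical qHTS of compounds, final roughly 60 µM downward over six points, against 10 nM purified firefly luciferase using Km concentrations of substrates (10 uM D-luciferin, 10 uM ATP) in Tris acetate pH 7.5 buffer; luminescence output.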
# Gal4-VP16 FLuc = inhibits Gal4-VP16 luciferase reporter, ROR gamma counter-screen; Drosophila S2 Gal4-VP16 UAS-luciferase, luminescence, 20 h; Potency, µM (doses to about 53.6 µM), without a hit: at the highest dose activity, negative = inhibition, usual class: inhibitors; hit rate 3.5% among 310,000; AID 2546;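 further: Gal4-VP16 expression switched on by copper sulfate through the metallothionein promoter; potency means the concentration at half of the fitted maximal effect; on the % scale 0 is the no-effect control and ±100 the full control effect; nearly all actives have a fitted effect of over 50% in size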
# RORg inh = inhibitors of mouse ROR gamma transcriptional activity; P51450; Drosophila S2 Gal4-RORgamma UAS-luciferase reporter, 20 h; Potency, µM (top dose mostly 53.6 µM), for the others: top-dose activity change, negative = inhibition, most hits filed as inhibitors; hit rate 5.4% among 310,000; AID 2551; further: potency means the concentration at half of the fitted maximal effect; on the % scale 0 is the no-effect control and ±100 the full control effect; nearly all actives have a fitted effect of over 60% in size
# Target sequence (P51450 whole entry, looked up, the tested form may be a part): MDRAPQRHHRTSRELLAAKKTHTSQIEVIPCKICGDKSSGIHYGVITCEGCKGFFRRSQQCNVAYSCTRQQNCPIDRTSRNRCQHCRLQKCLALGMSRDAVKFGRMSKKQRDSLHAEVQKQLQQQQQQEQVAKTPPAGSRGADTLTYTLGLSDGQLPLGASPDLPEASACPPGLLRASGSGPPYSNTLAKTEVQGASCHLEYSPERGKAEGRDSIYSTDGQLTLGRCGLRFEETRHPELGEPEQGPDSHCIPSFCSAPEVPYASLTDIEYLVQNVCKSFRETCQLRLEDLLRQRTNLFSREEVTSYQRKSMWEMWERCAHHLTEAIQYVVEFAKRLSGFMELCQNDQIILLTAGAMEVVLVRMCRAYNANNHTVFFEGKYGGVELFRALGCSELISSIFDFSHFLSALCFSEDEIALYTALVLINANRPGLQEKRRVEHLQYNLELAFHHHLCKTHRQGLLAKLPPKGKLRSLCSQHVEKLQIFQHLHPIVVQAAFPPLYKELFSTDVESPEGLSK
#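 Drosophila Schneider cells stably carrying a metallothionein-driven Gal4 DBD–ROR gamma fusion and a UAS-Photinus luciferase reporter were exposed to compound for 1 hr, then induced with copper sulfate (700 uM final) for 20 hr at ambient temperature before luminescence reading.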
# Rab9 prom act = activates the Rab9 promoter; Potency, µM (top dose mostly 9.22 µM), for the others: top-dose activation, negative = inhibition, most hits filed as activators; Huh7 Rab9 promoter-luciferase reporter, luminescence, 24 h; hit rate 2.8% among 320,000; further: potency means the concentration at half of the fitted maximal effect; % of control where 0% means no effect; nearly all actives have a fitted effect of over 60% in size
#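 Huh7 reporter line, Rab9 promoter upstream of luciferase. Compound exposure 24 h at 37 °C in reduced-serum medium with 10% FBS. Read-out: luminescence.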
# ELG1 genotox = genotoxicity induction in ELG1-luciferase HEK293T cells; HEK293T ELG1-luciferase reporter, luminescence, 16 h; Potency, µM (titrated, usually from 46 µM), without a hit: at the top dose activity change, positive = activation, usual class: activators; hit rate 1.3% among 330,000; further: potency means the concentration at half of the fitted maximal effect; % of control where 0% means no effect; nearly all actives have a fitted effect of over 60% in size
#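 Step 1: seed 2,000 HEK293T ELG1-luciferase cells per well. Step 2: add compound or DMSO, incubate 16 hr at 37 °C. Step 3: ONE-Glo, 30 min at room temperature, read luminescence.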
# NPC1 promoter act = activators of NPC1 promoter; Huh7 NPC1 promoter luciferase reporter, 24 h; Potency, µM (doses to about 9.22 µM), inactives show at the highest dose activation, usual class: activators; hit rate 2.4% among 320,000; AID 485313;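 further: potency means the concentration at half of the fitted maximal effect; % of control where 0% means no effect; nearly all actives have a fitted effect of over 60% in size; reporter is driven by a mutant NPC1 promoter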
#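 Huh7 cells stably carrying NPC1 promoter–luciferase, plated in Opti-MEM with 10% FBS for 2 h, were exposed to compound in DMSO for 24 h at 37 °C; luciferase reagent was added for 10 min and luminescence read.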
# * = called active by the depositor; ? = inconclusive; / = not tested or not shown; & = joins results of further samples; [ ] = remark or other dose. Unless noted, the call rests on the fitted dose curve; in most records, active means well fitted curve in the direction sought with a large enough effect; inconclusive means small, poorly fitted or top-dose-only effect, or another doubt; inactive means no such curve, though single readings can be large; an effect the other way counts as inactive or inconclusive.
canonical_smiles	uPA generation	Tb PFK inh	FBPA coupling cs	KCNH2 3.1 inh	Giardia kill	FLuc modulator	Gal4-VP16 FLuc	RORg inh	Rab9 prom act	ELG1 genotox	NPC1 promoter act
[O-][n+]1cccc2ncc3cscc3c21	-1%	11%	3	0	-9	-4%	-6%	-5%	-1%	0%	7%
CC(C)Oc1ccc(C(=O)Nc2ccc(C(F)(F)F)n(C)c2=O)cc1	1%	3%	4	/	9	19µM*	4%	12%	10%	3%	2%
CCSc1nnc2nc3[nH]c4c(C)cccc4c3nn12	-6%	-6%	3	12	6	?	-3%	25%	?	?	?
CCc1ccc(NS(=O)(=O)c2ccc(C)c(C(=O)N3CCOCC3)c2)cc1	7%	2%	/	-19	3	0%	5%	-12%	-6%	4%	-3%
O=[N+]([O-])c1ccc(-[n+]2ccc3ccccc3c2)c([N+](=O)[O-])c1	?	-16%	/	2	0	1%	/	/	-43%[inhibitor]	?	-45%[inhibitor]
Cn1c(SCC(=O)NC2CC2)nnc1-c1ccccc1Cl	3%	-5%	/	-6	?	3%	-9%	-29%	12%	-3%	11%
Cc1ccc(S(=O)(=O)N2CCC(c3nnc(SCCN4CCCC4)n3C)CC2)cc1	5%	-6%	2	-12	6	1%	-13%	3%	4%	-3%	-4%
CC(=O)c1cccc(NC(=O)NNC(=O)c2ccc(-c3ccccc3)cc2)c1	11%	0%	-3	7	2	8%	-11%	36%	3%	3%	5%
O=C1Nc2ccc(Br)cc2C12NNc1ccccc1O2 (stereo unspecified)	?	-1%	-2	-22	-17	?	?	11µM*	12%	6%	0%
COC(=O)C(Cc1ccc(O)cc1)NC(=O)c1ccccc1 (stereo unspecified)	/	-2%	0	-1	-10	19µM*	?	2.2µM*	-3%	0%	-5%
CCOc1ccc(C(CC(=O)O)NC(=O)COc2ccccc2OC)cc1OC (stereo unspecified)	4%	-3%	2	2	5	-7%	-4%	-1%	-6%	2%	-2%
CC(O)c1nc2ccccc2n1CC(=O)N1CCN(c2ccccc2)CC1 (stereo unspecified)	-5%	4%	5	5	33[activator]	-2%	2%	-3%	1%	0%	-3%
Cc1ccc(S(=O)(=O)NCC(=O)N(CC(=O)NC2CCCCC2)CC2CCCO2)cc1 (stereo unspecified)	/	1%	6	-31	-6	7%	13%	4%	0%	-4%	1%
COC(=O)c1ccc(NC(=O)Cc2ccc(F)cc2)cc1	2%	-22%	-2	-1	2	?	1%	9%	25%	7%	23%
Cn1cccc1C(=O)NNC(=O)COc1ccc(C#N)cc1	3%	3%	/	-7	11	2%	/	/	14%	0%	1%
O=C(O)CC/C(=N\Nc1ccc(Cl)cc1)c1cccs1	0%	2%	3	-30	?	0%	18%	-9%	11%	1%	3%
Nc1cc(N)nc(CS)n1	9%	1%	-4	21	-26	-2%	-3%	-6%	-6%	0%	0%
Cc1ccc(S(=O)(=O)NCC(c2cccnc2)N(C)C)cc1 (stereo unspecified)	4%	2%	-1	-6	-8	-5%	-4%	-11%	-1%	-4%	-1%
COc1ccc(N2CCN(C(=O)CN(Cc3ccc(Cl)cc3)S(C)(=O)=O)CC2)cc1	/	1%	0	-4	-4	8%	-14%	38%	2%	-5%	-2%
COc1cc(OC)cc(N2CC(C)(C)C2=O)c1	6%	-6%	5	3	-5	2%	20%	12%	11%	0%	-3%
O=C(CSc1n[nH]c(=O)n1-c1ccccc1)N1CCOCC1	5%	-7%	2	5	-17	-1%	0%	2%	0%	4%	3%
COc1ccccc1-c1nnc(NC(=O)C(C)C)s1	4%	5%	0	2	-6	?	11%	12%	12%	19%	?
CCCCN(C)C(=O)C1CCN(Cc2ccc(OCc3ccccc3)cc2)CC1	-14%	22%	-1	-75*	-8	-11%	0%	-31%	-5%	4%	-3%
Cn1c(=O)n(C/C=C/c2ccccc2)c(=O)c2c1nc1n2CCCN1Cc1ccccc1	6%	-1%	-1	6	4	1%	-9%	5%	13%	-14%	1%
COc1ccc(N2CC(C(=O)Nc3cccnc3)CC2=O)cc1 (stereo unspecified)	5%	6%	1	3	0	-1%	-3%	4%	-6%	0%	-2%
Cn1c(SCC(=O)NC2CCCCC2)nnc1-c1ccccn1	0%	2%	/	-3	-19	3%	2%	-21%	16%	6%	0%
C=CCOc1ccc(Br)cc1CNCC	-5%	-5%	1	-19	-6	0%	-16%	-3%	0%	-1%	-1%
Cc1[nH]c2ccccc2c1C(=O)C(=O)Nc1ccc2c(c1)OCCO2	2%	4%	/	1	-16	15µM*	?	?	?	17%	?
Cc1ccc(NC(=O)c2cc(-c3cc(Cl)ccc3O)n[nH]2)cc1C	6%	0%	-1	10	-13	-9%	-5%	2%	-4%[1.84 µM]	4%	-5%
Cc1ccc(N(C)C(=O)N2CCN(S(=O)(=O)c3ccc(C)c(C)c3)CC2)cc1	/	-2%	-1	-2	-8	-1%	11%	-3%	9%	-3%	-5%

# 9 structures from above, sorted by length of the SMILES, smallest number first:
canonical_smiles	uPA generation	Tb PFK inh	FBPA coupling cs	KCNH2 3.1 inh	Giardia kill	FLuc modulator	Gal4-VP16 FLuc	RORg inh	Rab9 prom act	ELG1 genotox	NPC1 promoter act
COc1cc(OC)cc(N2CC(C)(C)C2=O)c1	6%	-6%	5	3	-5	2%	20%	12%	11%	0%	-3%
O=C1Nc2ccc(Br)cc2C12NNc1ccccc1O2 (stereo unspecified)	?	-1%	-2	-22	-17	?	?	11µM*	12%	6%	0%
CCSc1nnc2nc3[nH]c4c(C)cccc4c3nn12	-6%	-6%	3	12	6	?	-3%	25%	?	?	?
COC(=O)c1ccc(NC(=O)Cc2ccc(F)cc2)cc1	2%	-22%	-2	-1	2	?	1%	9%	25%	7%	23%
COc1ccc(N2CC(C(=O)Nc3cccnc3)CC2=O)cc1 (stereo unspecified)	5%	6%	1	3	0	-1%	-3%	4%	-6%	0%	-2%
O=C(CSc1n[nH]c(=O)n1-c1ccccc1)N1CCOCC1	5%	-7%	2	5	-17	-1%	0%	2%	0%	4%	3%
Cc1ccc(NC(=O)c2cc(-c3cc(Cl)ccc3O)n[nH]2)cc1C	6%	0%	-1	10	-13	-9%	-5%	2%	-4%[1.84 µM]	4%	-5%
Cc1ccc(N(C)C(=O)N2CCN(S(=O)(=O)c3ccc(C)c(C)c3)CC2)cc1	/	-2%	-1	-2	-8	-1%	11%	-3%	9%	-3%	-5%
COc1ccc(N2CCN(C(=O)CN(Cc3ccc(Cl)cc3)S(C)(=O)=O)CC2)cc1	/	1%	0	-4	-4	8%	-14%	38%	2%	-5%	-2%

# (more compounds)
canonical_smiles	uPA generation	Tb PFK inh	FBPA coupling cs	KCNH2 3.1 inh	Giardia kill	FLuc modulator	Gal4-VP16 FLuc	RORg inh	Rab9 prom act	ELG1 genotox	NPC1 promoter act
O=C(COc1ccccc1F)Nc1cc(S(=O)(=O)N2CCOCC2)ccc1N1CCOCC1	-4%	-1%	-3	1	-3	4%	18%	-16%	3%	-11%	0%
Cc1nn(C(C)c2nc(-c3ccccc3)no2)c(C)c1[N+](=O)[O-] (stereo unspecified)	14%	1%	3	-1	11	-1%	6%	-8%	-2%	-1%	0%
O=C(Nc1ccc(N2CCN(C(=O)c3ccccc3)CC2)cc1)c1cccs1	-6%	1%	-3	-177*	5	4%	-15%	?	14%	-10%	-2%
O=S(=O)(c1ccc2c(c1)OCCO2)N1CCNCC1	-4%	2%	3	13	5	6%	-4%	-16%	-1%	7%	-6%
O=C1CCN(Cc2ccc(O)cc2)CCN1[C@H](CO)Cc1ccccc1	4%	1%	2	0	9	8%	-6%	-11%	2%	6%	0%
O=C(Cc1ccccc1)NC(=S)Nc1cccc(C(F)(F)F)c1	1%	0%	-4	3	-9	-2%	13µM*	7.1µM*	11%	2%	-2%
CCOC(=O)c1c(CN2CCCCC2)n(C)c2ccc(OC)c(S(=O)(=O)c3ccccc3)c12	-2%	1%	1	-20	9	3%	0%	9%	-11%	0%	1%
O=[N+]([O-])c1ccc(/C=N/n2cn[nH]c2=S)cc1	-3%	0%	3	-25	9	-3%	?	13µM*	-3%	-4%	-1%
C=C(C)Cn1c(SCC)nc2ccccc2c1=O	1%	-8%	1	13	-7&-1	3%	-9%	-13%	3%	4%	1%

# Assay outcomes: PubChem, National Center for Advancing Translational Sciences (NCATS)
